BRCA1 expr up: increases BRCA1 expression. MCF7-BRCA1-FFLuc reporter, luminescence, 48 h; response scale: scaled: vehicle 0%, 10 µM genistein 100%. Potency, µM (series often up to 46.1 µM), without a hit: at the highest dose activation, usual class: activators. 380,000 tested, 1.1% active. AID 624202; active = well fitted activation curve with a large enough effect; inconclusive = small, poorly fitted or top-dose-only effect; inactive = no such curve, though single readings can be large or run the other way; note: nearly all actives have a fitted effect of over 80% in size; some results filed as inactive show a strong effect at the top dose
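First, MCF7-BRCA1-FFLuc cells (2000/well) attach for 2 h; next, compounds are pin-added and incubated 48 h at 37 °C; finally, luciferase reagent is added and luminescence read after 15 min.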
Starred values were filed as active, the others as inactive; ? = inconclusive. Potency is the fitted concentration of half-maximal effect. A portion of the library; count on the stated rates, not on these rows.

The opening 6 entries, to show the layout:
SMILES | BRCA1 expr up
CC1(C(=O)Nc2cnc3ccccc3c2)CCN1Cc1ccc2c(c1)OCCO2 (configuration not stated) | 3%
CCCNC(=O)c1cc2c(c(-c3cccc(-c4ccc(F)cc4)c3)n1)[C@H](CCO)N(S(=O)C(C)(C)C)C2 (some centres not stated) | -50%
CN(C)c1ccc(/C=C/c2nc3ccccc3s2)cc1Cl | 32%
COc1ccccc1NC(=O)c1nc(SCc2ccccc2F)ncc1Cl | 5%
CCNC(=O)C1(C)CCCN(Cc2ccc(-n3ccnc3)cc2)C1 (configuration not stated) | 4%
NC(CO)c1csc(Nc2ccc(C(=O)c3ccccc3)cc2)n1 (configuration not stated) | 17%

The list itself (from the top)
SMILES | BRCA1 expr up
CC1(C(=O)Nc2cnc3ccccc3c2)CCN1Cc1ccc2c(c1)OCCO2 (configuration not stated) | 3%
CCCNC(=O)c1cc2c(c(-c3cccc(-c4ccc(F)cc4)c3)n1)[C@H](CCO)N(S(=O)C(C)(C)C)C2 (some centres not stated) | -50%
CN(C)c1ccc(/C=C/c2nc3ccccc3s2)cc1Cl | 32%
COc1ccccc1NC(=O)c1nc(SCc2ccccc2F)ncc1Cl | 5%
CCNC(=O)C1(C)CCCN(Cc2ccc(-n3ccnc3)cc2)C1 (configuration not stated) | 4%
NC(CO)c1csc(Nc2ccc(C(=O)c3ccccc3)cc2)n1 (configuration not stated) | 17%
OC(Cc1cccc(Br)c1)c1ncc(-c2cccc(C(F)(F)F)c2)[nH]1 (configuration not stated) | -42%
CNCC(=O)c1c[nH]c2ccccc12 | -4%
C[C@H](CO)N1C[C@H](C)[C@@H](CN(C)Cc2cccnc2)Oc2cc(-c3cccnc3)ccc2S1(=O)=O | -5%
CC(C)Nc1nc(-c2ccccc2CO)c2sccc2n1 | 23%
CN(NC(=O)Nc1ccc(Cl)cc1)c1ncc(C(F)(F)F)cc1Cl | 5%
COc1cc(/C=C/C(=O)OCC(=O)N2CC(C)OC(C)C2)ccc1OCC#N (configuration not stated) | -9%
CCOc1ccc(CCN2C(=O)C(=O)N([C@@H](Cc3ccccc3)CN3CCC[C@H]3CN3C(=O)C(=O)NC[C@@H]3Cc3ccccc3)C[C@@H]2Cc2ccc(O)cc2)cc1 | -51%
CCc1cccc(NC(=O)CSc2nc(C)cs2)c1 | -2%
COC(=O)[C@]12CCCCC=C1N(CCC1=CCCCC1)C(=O)[C@H](CC(=O)NCc1ccccc1)C2 | 0%
C[C@H]1CCCCO[C@H](CN(C)C(=O)Nc2ccc(F)cc2)[C@@H](C)CN([C@@H](C)CO)C(=O)c2cc(NC(=O)Nc3ccc4c(c3)OCO4)ccc2O1 | -31%
CCc1nc2c(OCc3cccc(Cl)c3)cccn2c1N(C)C(C)=O | -38%
CS(=O)(=O)N1CCCCC1c1cc(C(=O)NCc2ccc(F)cc2)no1 (configuration not stated) | 18%
COc1cccc(Nc2nc(C(N)Cc3ccc(Cl)cc3)cs2)n1 (configuration not stated) | -35%
O=S(=O)(c1ccc(F)cc1F)N1CCN(c2nc(-c3cccs3)nc3ccccc23)CC1 | 11%
Cc1cccc(C(=O)NC2CCN(CC(=O)Nc3cccc(Cl)c3)CC2)c1 | -3%
COc1cccc(S(=O)(=O)N(C)C[C@@H]2Oc3ncc(C#CCN(C)C)cc3C(=O)N([C@H](C)CO)C[C@H]2C)c1 | -4%
Cc1ncc(CO)c(CO)c1OCC(O)CN1CCN(c2ccc(F)cc2)CC1 (configuration not stated) | -7%
CCc1nc2c(OCCn3cccc3)cccn2c1N(C=O)Cc1ccccc1 | -8%
CC(=O)Nc1cc(-c2cccc(C(=O)N(C)C)c2)cn2c(-c3cccc(C(F)(F)F)c3)cnc12 | -20%
Cn1nc(C(C)(C)C)cc1NC(=O)C1(C)CCN1C(=O)CC(c1ccccc1)c1ccccc1 (configuration not stated) | -10%
CCCCNC(=O)C1(C)CCCCN1C(=O)c1cc(C#N)cs1 (configuration not stated) | 6%
Cn1c(NCc2ccccc2F)nc2cc(-c3cccc(Cl)c3)sc2c1=O | -1%
Cc1nc2cc3c(=O)n(C)cnc3cc2n1Cc1ccccc1 | -6%
CC1(C(=O)Nc2ccc(Cl)c(C(F)(F)F)c2)Cc2c(-c3ccccc3)ccnc2O1 (configuration not stated) | 0%
Cc1ccc(S(=O)(=O)N2CCN(c3nc(-c4cccs4)nc4c3ncn4COC(=O)C(C)(C)C)CC2)cc1 | 0%
CC(C)c1ccc(NC(=O)C2Cc3c(-c4cccc(F)c4)ccnc3O2)cc1 (configuration not stated) | 0%
CC1NC(=O)c2cc3ccccc3cc2-n2c1nc1cc(Cl)ccc1c2=O (configuration not stated) | -6%
O=c1cnc2ccccc2n1Cc1ccccc1 | 23%
Cc1[nH]c2ccccc2c(=O)c1CNCc1ccccc1 | -1%
COc1ccc(NC(=O)c2sc(=O)n(Cc3ccc(F)c(Cl)c3)c2C)cc1OC | -18%
C[C@H]1CN([C@@H](C)CO)C(=O)c2cc(-c3cccc(C(=O)N(C)C)c3)cnc2O[C@H]1CN(C)C(=O)Cc1ccccn1 | 6%
CCCCn1nnnc1C1(C)CCC(=O)N1C1CC1 (configuration not stated) | 7%
CC(C)c1csc(CN2CCC(C(=O)Nc3cccc(-c4ccco4)c3)CC2)n1 | -11%
COc1ccc(-c2cc3nc(NCc4ccc(C)cc4C)n(C)c(=O)c3s2)cc1OC | -6%
COc1ccc(S(=O)(=O)N(C)C[C@H]2OCCCC[C@@H](C)Oc3ccc(NC(=O)CCC(F)(F)F)cc3C(=O)N([C@H](C)CO)C[C@@H]2C)cc1 | 0%
COc1ccc(NC(=O)c2cc(-c3cc(F)ccc3OC)n[nH]2)c(C)c1 | -4%
CSc1ccc(/C=C2\C=Cc3cc([N+](=O)[O-])ccc32)cc1 | ?
O=C(OCc1ccccc1)N1CCC2CC1c1cc(N3CCN(S(=O)(=O)c4cccc(C(F)(F)F)c4)CC3)ccc12 (configuration not stated) | 8%
OC(c1ccc(F)cc1)c1ncc(-c2ccccc2Cl)[nH]1 (configuration not stated) | 11µM*
COc1ccc(Nc2cc(C)nc3ccc(C)cc23)cc1 | -24%
COc1cc(/C=C/C(=O)OCC(=O)N2CCc3ccccc32)cc(OC)c1OC | -14%
O=C(C[C@@H]1C[C@@H]2c3cc(NS(=O)(=O)c4ccc(F)cc4)ccc3O[C@@H]2[C@H](CO)O1)N1CCc2ccccc2C1 | 16%
N#Cc1cccc(NC(=O)c2cc(C3CCCCN3S(=O)(=O)c3cccc4cccnc34)on2)c1 (configuration not stated) | 0%
C[C@@H]1COc2cccc(N3CCN(Cc4ccccc4F)CC3)c2S(=O)(=O)N1 | 2%
OC[C@@H]1CN(Cc2ccc(Cl)cc2)C[C@H](n2cnc3c(NC4CCCC4)ncnc32)O1 | -19%
CCO/C(C)=N/Oc1cc(OC)cc(OC)c1 | 9%
CCCC/C=C/c1cccc2nncn12 | -8%
CC1(C(=O)NS(=O)(=O)c2ccc(F)cc2F)CCN1C(=O)Cc1ccc(-c2ccccc2)cc1 (configuration not stated) | -1%
COc1ccc(CN(Cc2ccccc2)C(=O)C2CC2)cc1COc1ccc(NC(C)=O)cc1 | -5%
Cc1cc(C)cc(-n2ncc3c2CCCC3NC(=O)c2ccccc2)c1 (configuration not stated) | -38%
CC1(C(=O)Nc2ccc3c(c2)OCO3)Cc2c(-c3cccc(C(N)=O)c3)ccnc2O1 (configuration not stated) | -48%
CCN(CC)S(=O)(=O)c1ccc(N2CCCCC2)c(NC(=O)C2CSC3(C)CCC(=O)N23)c1 (configuration not stated) | -50%
O=C1c2ccccc2C(c2nnnn2-c2ccc3ccccc3c2)N1C1CC1 (configuration not stated) | -8%
Nc1[nH]c(C(=O)c2ccccc2)c(-c2ccncc2)c1C(=O)NCCc1c[nH]c2ccccc12 | 14%
Other entries follow:
SMILES | BRCA1 expr up
Cc1ccc(NC(=O)CSc2nnc3ccccn23)c(Cl)c1 | ?
C[C@H]1Cn2cnc(C(=O)NCC(=O)OC(C)(C)C)c2C(=O)N1 | -3%
CCC(c1nnnn1-c1ccc2c(c1)OCCO2)N1CCN(CCN2CCOCC2)CC1 (configuration not stated) | -2%
COc1ccccc1-c1ccc2c(c1)C(C)(Cc1cccc(C#N)c1)C(=O)N2 (configuration not stated) | -52%
CC1(C(=O)NCc2cccc3ccccc23)CCN1Cc1ccccc1OC(F)F (configuration not stated) | -10%
CC1=C(C(=O)N2CCCCCC2)CC(CC(=O)NC2CCCC2)C(=O)N1Cc1ccc(C(C)(C)C)cc1 (configuration not stated) | -21%
CC(C)C[C@H](NC(=O)/C=C/[C@H]1O[C@@H](n2ccc(=O)[nH]c2=O)[C@H](O)[C@@H]1O)C(=O)O | 0%
Cc1cccc(C)c1-n1nnnc1C(c1ccnc2ccccc12)N(Cc1ccccc1)Cc1ccccc1 (configuration not stated) | -57%
FC(F)(F)c1ccccc1Cc1c(-c2ccccc2)nc2c3ccccc3ccn12 | -42%
O=C(NCc1ccccc1)c1cc(C2CCCN(C(=O)C3CCCCC3)C2)on1 (configuration not stated) | 9%
CCCS(=O)(=O)NC(=O)C1(C)CCCN(C(=O)c2c(F)ccc(C)c2F)C1 (configuration not stated) | 10%
CCc1nc2c(OCc3ccccc3C)cccn2c1N(C)C(=O)CC(C)C | -21%
COc1cc(NC(=O)C(C)(C)C)c(C(=O)OCC(=O)Nc2cc(C)on2)cc1OC | 4%
CCCCCCCCC(c1nc2ccccc2[nH]1)N1CCN=C(c2ccccc2)C1=O (configuration not stated) | -21%
O=C(Nc1ccc2c(c1)OCCO2)c1c(Cl)cccc1Cl | 56%
C[C@H](NC(=O)CC[C@H]1O[C@@H](n2ccc(=O)[nH]c2=O)[C@H](O)[C@@H]1O)C(=O)O | 6%
COCOCCn1cc(CN2CCS(=O)(=O)N(Cc3ccc(-c4ccc(F)nc4)cc3)C(CC(C)C)C2=O)nn1 (configuration not stated) | -29%
COc1ccc(CNC(=O)c2ccc(-c3cnn(C)c3)c3ccoc23)cc1OC | 13%
O=C(COC(=O)c1ccc(S(=O)(=O)N2CCCCCC2)cc1)Nc1ccccc1C(F)(F)F | 20%
CCCNC(=O)c1cc(C2CCCN(C(=O)c3ccc(NC(C)=O)cc3)C2)on1 (configuration not stated) | 3%
COc1cccc(NC(=O)C2(C)CCN2C(=O)Cc2ccc(C(C)C)cc2)c1 (configuration not stated) | -2%
CCOC(=O)C1(C)CCCN(C(=O)c2ccc(C#N)cc2)C1 (configuration not stated) | 10%
C[n+]1ccc(CO)cc1 | 6%
CC(C)C[C@H]1COc2cccc(N3CCC[C@@H]3CO)c2S(=O)(=O)N1 | 5%
COc1cccc(C(O)c2nc(-c3ccccc3C)cs2)c1 (configuration not stated) | 0%
Cc1ccc(C(=O)O)cc1NC(=O)CCc1c(C)noc1C | 5%
COC(=O)N1CCC2CC1c1c(Cl)cccc12 (configuration not stated) | 14%
Cc1cc(C)c(CN2CCN(C(=O)CC[C@H]3O[C@@H](n4cnc5c(NC(=O)c6ccccc6)ncnc54)[C@H](O)[C@@H]3O)CC2)c(C)c1 | 0%
O=C(Nc1ccccc1)c1cc(C2CCCN(C(=O)c3ccccc3)C2)on1 (configuration not stated) | 17%
Cc1cc(C)c(S(=O)(=O)N2CCN(C(=O)CC(C)n3nc(C)nc3C)CC2)c(C)c1 (configuration not stated) | 0%

An excerpt of these results, as labelled records:
> Cc1cc(C)cc(-n2ncc3c2CCCC3NC(=O)c2ccccc2)c1 (configuration not stated)
- BRCA1 expr up: -38%
> CCCNC(=O)c1cc2c(c(-c3cccc(-c4ccc(F)cc4)c3)n1)[C@H](CCO)N(S(=O)C(C)(C)C)C2 (some centres not stated)
- BRCA1 expr up: -50%
> CC(=O)Nc1cc(-c2cccc(C(=O)N(C)C)c2)cn2c(-c3cccc(C(F)(F)F)c3)cnc12
- BRCA1 expr up: -20%

The list continues.
SMILES | BRCA1 expr up
CC1(C(=O)NS(=O)(=O)c2cccc(C#N)c2)CCN1C(=O)CC1CCCC1 (configuration not stated) | 0%
O=C(c1cc(C2CCCCN2S(=O)(=O)c2ccc(F)cc2F)on1)N1CCOCC1 (configuration not stated) | 0%
Cc1nc(N(C)C2CCCCC2)c2nnn(Cc3ccc(F)cc3)c2n1 | -13%
O=C(NC1CCCCC1)C1c2ccccc2OCC(=O)N1CCc1ccccc1 (configuration not stated) | 4%
CC(O)(c1cccc(F)c1)c1nc(-c2cc3ccccc3o2)cs1 (configuration not stated) | 5%
CC1(C)OC(=O)NC1c1ccccc1 (configuration not stated) | 0%
OC[C@H]1O[C@@H](c2nc(-c3ccccc3Br)no2)[C@H](O)[C@@H]1O | 12%
N#Cc1ccc(OCc2c(-c3ccccc3)nnn2CC(=O)O)cc1 | 0%
CC(C)C[C@H]1CN(CCCC[C@H]2CNC(=O)C(=O)N2CCc2ccccc2)C(=O)C(=O)N1CCc1ccc(O)cc1 | 2%
CC(C)(C)OC(=O)NCCCCCNC(=O)c1ncn2c1c(=O)[nH]c1ccccc12 | 8%
COc1cc(-c2coc3c(C(=O)NCc4cccc(Cl)c4)cccc23)ccc1O | -37%
Cc1ccccc1-c1cc2nc(NCc3ccccc3)n(C)c(=O)c2s1 | 0%
COc1ccccc1C(=O)NCCCNc1nc2cc(C)cc(C)c2cc1C#N | 0%
COc1ccc(CNC(=O)c2cn(Cc3ccccc3OC)c(=O)s2)cc1 | 7%
Cc1ccc(S(=O)(=O)NN=Cc2c(O)ccc3ccccc23)cc1 | -37%
